Screening data (PubChem BioAssay)
FBW7 activator – human FBW7 E3 ligase activation, primary screen; Q969H0; AlphaScreen FBW7–phospho-cyclin E peptide binding, activator screen; normalized activity (activation), % at 26.1 µM; actives 0.13% (n = 650,000); in the data active means normalized activity above about 1.9%;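 further: purified mutant Fbw7 with reduced substrate affinity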
Target sequence (Q969H0 whole entry, looked up): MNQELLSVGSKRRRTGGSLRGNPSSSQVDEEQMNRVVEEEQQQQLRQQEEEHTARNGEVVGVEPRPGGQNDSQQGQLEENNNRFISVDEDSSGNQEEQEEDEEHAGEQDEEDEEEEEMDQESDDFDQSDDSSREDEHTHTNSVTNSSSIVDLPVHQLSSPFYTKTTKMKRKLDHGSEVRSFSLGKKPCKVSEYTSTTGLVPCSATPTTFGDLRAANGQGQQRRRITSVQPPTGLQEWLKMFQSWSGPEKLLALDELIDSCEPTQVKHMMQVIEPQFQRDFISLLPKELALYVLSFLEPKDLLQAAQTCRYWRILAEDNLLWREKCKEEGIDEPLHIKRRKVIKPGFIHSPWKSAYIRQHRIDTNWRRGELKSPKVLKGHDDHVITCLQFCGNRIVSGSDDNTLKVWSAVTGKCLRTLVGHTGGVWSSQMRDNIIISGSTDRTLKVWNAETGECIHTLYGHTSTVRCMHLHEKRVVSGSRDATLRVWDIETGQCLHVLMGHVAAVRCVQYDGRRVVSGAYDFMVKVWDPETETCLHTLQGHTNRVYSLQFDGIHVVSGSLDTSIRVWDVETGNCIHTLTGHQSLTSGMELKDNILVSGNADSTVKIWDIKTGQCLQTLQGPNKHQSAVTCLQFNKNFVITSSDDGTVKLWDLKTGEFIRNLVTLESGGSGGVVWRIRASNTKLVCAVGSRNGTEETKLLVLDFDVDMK
TEAD-YAP inh – TEAD-YAP interaction inhibition; HEK-TIYL cells, TEAD-Gal4/YAP UAS-luciferase luminescence; inhibition, % at 9.12 µM; AID 1259422; actives 1.4% (n = 640,000); in the data active means inhibition above about 32%;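 further: 0% = median of test compound wells and 100% = reference inhibitor wells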
MITF primary – inhibitors of human MITF. AlphaScreen MITF homodimerization, bead proximity signal. inhibition, % at 2.6 µM. actives 0.91% (n = 650,000). AID 1259374; in the data active means inhibition above about 50%;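 further: 0% = vehicle wells with protein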
GPR151 ag – activates the human receptor GPR151. activation, % at 11.2 µM. Q8TDV0. actives 1% (n = 650,000). PathHunter beta-arrestin GPR151 cells, luminescence; in the data active means activation above about 4.9%;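 further: 0% = median of compound wells and 100% = cells with positive control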
Target sequence (Q8TDV0 whole entry, looked up): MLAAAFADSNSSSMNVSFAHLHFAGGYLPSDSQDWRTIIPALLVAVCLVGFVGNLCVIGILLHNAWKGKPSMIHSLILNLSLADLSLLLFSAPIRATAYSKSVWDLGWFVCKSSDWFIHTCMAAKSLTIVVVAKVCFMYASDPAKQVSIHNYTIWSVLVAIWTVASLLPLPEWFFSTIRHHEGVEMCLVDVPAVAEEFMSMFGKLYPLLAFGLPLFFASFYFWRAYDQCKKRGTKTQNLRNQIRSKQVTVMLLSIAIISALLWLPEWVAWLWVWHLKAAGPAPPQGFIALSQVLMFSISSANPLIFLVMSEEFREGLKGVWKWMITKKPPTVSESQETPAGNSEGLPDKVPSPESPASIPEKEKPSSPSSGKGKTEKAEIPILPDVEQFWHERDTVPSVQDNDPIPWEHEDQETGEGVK
An asterisk follows results filed as active.

SMILES | FBW7 activator | TEAD-YAP inh | MITF primary | GPR151 ag
COc1ccc(C2C(C(C)=O)=C(O)C(=O)N2CCc2c[nH]c3ccccc23)cc1 (configuration not stated) | 0.0 | -10 | 1 | -0.3
O=C(N/N=C/c1c(F)cccc1Cl)c1ccccn1 | 0.1 | -45 | 11 | -3.2
O=c1c2ccccc2[nH]c(=S)n1NS(=O)(=O)c1ccccc1 | 0.1 | -10 | 0 | -0.8
O=c1[nH]cccc1-c1nc2ccccc2[nH]1 | 0.0 | -6 | 4 | -2.7
Cc1[nH]nc2c1C(c1cccc(OCc3ccccc3)c1)C(C#N)=C(N)O2 (configuration not stated) | 0.2 | 1 | -2 | -1.4
Cc1cc2c(N3CCN(Cc4ccccc4)CC3)ncnc2s1 | -0.1 | 21 | -3 | 1.7
Cc1cc(NC(=O)c2c(F)cccc2Cl)ccc1N1CCCCC1=O | -0.6 | -3 | 24 | 0.4
CCOC(=O)c1c(N)sc(C(=O)Nc2ccc(OC)cc2)c1C | 0.0 | 42* | -2 | -6.1
Cc1cc(OCC(=O)NCc2ccncc2)c(C)cc1Br | 0.1 | 3 | 12 | -0.2
CC(=O)Nc1nnc(SCc2cc(=O)c(OC(=O)c3cccc(F)c3)co2)s1 | -0.1 | 5 | 5 | 1.4
O=C(N/N=C/c1ccccc1F)c1cc([N+](=O)[O-])cc([N+](=O)[O-])c1 | 0.4 | 15 | 22 | 0.3
CCCCN(CCCC)S(=O)(=O)c1ccc(CN2C(=O)c3cccnc3C2=O)cc1 | 0.9 | 4 | 7 | -1.3
Clc1cccc(N2CCN(Cc3ccc(Br)o3)CC2)c1 | -0.1 | 3 | 26 | 0.7
COc1ccc(C2Nc3ccccc3C(=O)N2Cc2ccccc2)cc1 (configuration not stated) | -0.1 | -7 | -3 | 0.4
O=C(N/N=C/c1cc(Br)cs1)c1ccccc1[N+](=O)[O-] | -0.1 | 6 | 0 | 2.7
Cc1ccc(C)c(NC(=O)C(=O)NCCC2CCCCN2S(=O)(=O)c2ccccc2)c1 (configuration not stated) | 0.0 | 5 | 14 | 1.8
Cc1ccc2nc(C)c(C(=O)NC3CCC3)n2c1 | -0.2 | 13 | 12 | -0.2
O=C(O)CCc1nc2ccc([N+](=O)[O-])cc2[nH]1 | 0.0 | -5 | -1 | -0.8
Cc1cccc(CCNC(=O)C2CC(O)CN2C(=O)Nc2ccccc2)c1 (configuration not stated) | 0.3 | 8 | -1 | -0.6
CN(C)S(=O)(=O)c1ccc(Cl)c(NC(=O)CSc2nnc(N)s2)c1 | -0.1 | 13 | 11 | 2.2

Single records (already shown).
`Cc1cccc(CCNC(=O)C2CC(O)CN2C(=O)Nc2ccccc2)c1` (configuration not stated) is entered as FBW7 activator: 0.3; TEAD-YAP inh: 8; MITF primary: -1; GPR151 ag: -0.6
`Cc1cc(NC(=O)c2c(F)cccc2Cl)ccc1N1CCCCC1=O` is entered as FBW7 activator: -0.6; TEAD-YAP inh: -3; MITF primary: 24; GPR151 ag: 0.4

Following part
SMILES | FBW7 activator | TEAD-YAP inh | MITF primary | GPR151 ag
CC(C)Cn1c(SCC(=O)NCc2ccco2)nnc1-c1ccncc1 | 0.6 | -14 | 19 | -2.6
O=C(NC(=O)c1ccccc1)Nc1ccc(Br)cc1 | -0.1 | -20 | -10 | 6.1*
CC1(C)CC(=O)C(/C=N/N2CCOCC2)=C(O)C1 | 0.0 | 1 | 1 | 0.0
CCC(Sc1nc2ncccc2[nH]1)C(=O)N1CCCCCC1 (configuration not stated) | -0.2 | -4 | -5 | -0.8
CCC1=NN(C(=O)c2ccccc2[N+](=O)[O-])C(O)(c2ccccc2)C1 (configuration not stated) | 1.2 | -2 | 25 | -0.4
Cc1n[nH]c(=O)c2cc3c(C)n[nH]c(=O)c3cc12 | 0.1 | 1 | 9 | 0.5
COc1ccc(C(=O)c2sc3nc4c(c(-c5cccs5)c3c2N)CCCCC4)cc1 | 0.2 | -4 | -9 | 0.0
CC1CCCC(NS(=O)(=O)c2ccc(F)c(C(=O)Nc3cccc(Cl)c3)c2)C1C (configuration not stated) | 0.1 | 10 | 8 | -0.3
COc1ccc(OCC(=O)N/N=C/c2ccccc2F)c(Br)c1 | 0.0 | -2 | -3 | 1.6
CCOc1ccc(-n2c(=S)sc3c(=O)n(-c4ccccc4)c(SCC(=O)NCc4ccccc4)nc32)cc1 | -0.8 | -22 | -3 | -0.6
CC(=O)Nc1ccc(NC(=O)CN2CCN(CC(=O)Nc3ccc(NC(C)=O)cc3)CC2)cc1 | -0.1 | 4 | 16 | -0.7
CC1(C)N2CC3([N+](=O)[O-])CN1CC([N+](=O)[O-])(C2)C3(C)C | 0.0 | 9 | -10 | -0.3
Cn1nc(C(=O)N2CCC[C@@H]3CN(Cc4ccc(F)cc4)CC[C@H]32)c2ccccc2c1=O | -0.2 | -1 | 1 | -0.7
O=c1c(-c2ccco2)[n+]([O-])c2ccccc2n1OCc1ccccn1 | -0.2 | 5 | 3 | 1.7
CC1CCN(C(=O)CSc2ccc(Br)cc2)CC1 | 0.4 | -48 | 19 | -0.1
CCOc1ccc(OCCN2CCOCC2)cc1 | 0.0 | -18 | 76* | 0.7
CC1=NN(S(=O)(=O)c2ccc(F)cc2)C(=O)c2ccccc2O1 | 0.1 | -1 | -8 | 3.2
Cn1ccnc1C1(O)CCN(C(=O)c2cc(F)cc(F)c2)CC1 | -0.1 | -3 | -6 | 0.2
COc1ccccc1-c1cc2nc(C)c(CCC(=O)Nc3ccccc3)c(C)n2n1 | 0.0 | 16 | -3 | 2.8
Oc1ccc(Cl)cc1C1CC(c2ccc3c(c2)OCO3)=NC(c2ccc(C(F)(F)F)cc2)N1 (configuration not stated) | 0.3 | -4 | 12 | -2.0

An excerpt from above in order of formula weight, highest first.
SMILES | FBW7 activator | TEAD-YAP inh | MITF primary | GPR151 ag
COc1ccccc1-c1cc2nc(C)c(CCC(=O)Nc3ccccc3)c(C)n2n1 | 0.0 | 16 | -3 | 2.8
CC1(C)CC(=O)C(/C=N/N2CCOCC2)=C(O)C1 | 0.0 | 1 | 1 | 0.0
Cc1n[nH]c(=O)c2cc3c(C)n[nH]c(=O)c3cc12 | 0.1 | 1 | 9 | 0.5

The list continues:
SMILES | FBW7 activator | TEAD-YAP inh | MITF primary | GPR151 ag
C/C=C/C=C/C(=O)NNC(=O)COc1ccccc1C#N | 0.1 | 2 | -3 | -1.3
CC(C)(C)NC(=O)CN1C(=O)COc2ccccc21 | 1.2 | 6 | 17 | -1.2
C/C(Cn1nnc([N+](=O)[O-])n1)=N/NC(=O)Cc1ccc(Cl)cc1 | 0.0 | 17 | 4 | 1.1
CCOc1ccccc1C(C1=C(O)CC(C)(C)CC1=O)C1C(=O)CC(C)(C)CC1=O (configuration not stated) | -0.2 | -9 | -3 | -0.3
CCOC(=O)c1cnc(SCC(=O)Nc2ccc(OC)c(OC)c2)nc1N | 0.2 | 3 | -4 | 0.1
CN(CCC#N)C(=O)c1cc2nc(-c3ccc4c(c3)OCO4)cc(C(F)(F)F)n2n1 | 0.0 | 9 | -3 | 0.0
O=C(O)CN1C(=O)/C(=C\c2ccc(C(F)(F)F)cc2)Sc2ccccc21 | -0.1 | -7 | 2 | 0.3
O=C(CCc1nnc(C2CCCCC2)o1)NCc1nc2c(s1)CCCC2 | -0.1 | -5 | -3 | -0.3
CCCCOc1ccc(NC(=O)CN2CCN(c3cccc(OC)c3)CC2)cc1 | 0.0 | 14 | 11 | 0.3
CC1=Nn2c(nc3ccccc32)NC(=O)C1 | 0.2 | 2 | 5 | -1.1
COc1cccc(-n2c(SCCC(C)C)nc3c(c2=O)C2(CCCCC2)Cc2ccccc2-3)c1 | 0.1 | -3 | -5 | 1.1
Cn1c(-c2cccc([N+](=O)[O-])c2)cnc1NCc1cccc([N+](=O)[O-])c1 | -0.3 | 8 | 38 | -1.0
COc1ccc(CNC(=O)CSc2nc3[nH]ncc3c(=O)n2-c2ccccc2Br)cc1 | 0.1 | 22 | 10 | 0.0
CCOc1ccc(NS(=O)(=O)c2ccccc2C(F)(F)F)cc1 | -0.1 | 2 | 1 | 0.7
CCCCNC(=O)COc1ccc2c(C)cc(=O)oc2c1 | 0.1 | -12 | -24 | -1.3
O=C(O)/C=C\C(=O)NCCc1ccccc1 | 0.2 | 9 | -10 | -0.1
Cc1ccc2[nH]c3c(c2c1)CCC/C3=N/O | -0.1 | -8 | -8 | -0.2
CN(C)c1ccc(-c2nc3n(c2NCc2ccc4c(c2)OCO4)CCNC3)cc1 | -0.1 | -18 | -12 | -0.5
COc1ccc(C(=O)N/C(=C\c2ccco2)C(=O)NCCc2ccc(OC)c(OC)c2)cc1 | 0.1 | 5 | -3 | -0.4
COCCn1nnnc1CN1CCC(NC(=O)c2cccc(OC)c2)CC1 | -0.1 | -1 | -1 | 0.6
O=C1C2CC=C(Cl)CC2C(=O)N1N1CCCCC1 (configuration not stated) | 0.2 | 3 | 4 | 0.6
COc1ccc(NS(=O)(=O)c2cccc(C(=O)NNC(=O)NC3CCCCC3)c2)cc1 | 0.1 | 10 | 12 | 2.2
O=C1CCCCCCC1C1(O)C(=O)Nc2ccccc21 (configuration not stated) | -0.2 | 3 | -8 | 0.6
COC(=O)c1c(NC(=O)CSc2ccccc2)sc(C)c1C | 0.1 | 1 | -2 | -0.8
CC1CCCCN1c1nnc(NC(=O)Nc2ccccc2C(F)(F)F)s1 (configuration not stated) | -0.3 | -57 | 8 | 1.0
CCN(c1ccccc1)S(=O)(=O)c1cc(Br)cc2c1N(C(=O)C1CC1)CC2 | 0.1 | 0 | 3 | 2.4
CC(C)OCCCNC(=O)CN1CCN(Cc2ccccc2Cl)C1=O | -0.1 | 1 | -1 | 0.3
Cc1nc2c(c(C)nn2C(C)(C)C)c(C)c1CCC(=O)NCCCN1CCCC1=O | 0.5 | 11 | 5 | -1.5
CCOC(=O)CSc1nc2ccsc2c(=O)n1CCCCCC(=O)NCCc1ccc(OC)c(OC)c1 | 0.5 | -2 | -1 | -1.2
Cc1cc(Cl)ccc1N(CC(=O)Nc1ccc2ccccc2c1)S(C)(=O)=O | 0.1 | 3 | -10 | -0.4
Cc1ccc(NC(=O)COc2coc(CN3CCc4ccccc4C3)cc2=O)cc1 | -0.1 | 6 | 8 | 0.1
COc1ccc2sc(NC(C)=S)nc2c1 | 0.0 | -31 | -2 | 0.4
Clc1nc(NCCOc2ccccc2)c2ncn(-c3ccccc3)c2n1 | 0.4 | -18 | 11 | 0.9
O=S(=O)(Nc1ccc(S(=O)(=O)Nc2ncccn2)cc1)c1ccccc1 | -0.1 | 12 | 1 | 0.6
COc1ccc(OC)c(NS(=O)(=O)c2ccc(C)c(C(=O)O)c2)c1 | 0.0 | -7 | 4 | 2.9
CCCCCC(=O)NNC(=O)c1ccc(OC)c(OC)c1 | 0.0 | 7 | 10 | -0.6
COc1ccc(-c2nc(CSc3nc4c(c(=O)[nH]3)CN(Cc3ccccc3)CC4)c(C)o2)cc1 | 0.1 | -10 | 5 | -0.9
O=C(N/N=C/c1cc(Cl)ccc1O)c1cccc(Br)c1 | -0.1 | 3 | 3 | 2.2
COC(=O)C(=NNc1cc([N+](=O)[O-])ccc1Br)C(=O)OC | -0.1 | -8 | 8 | -0.7
O=C(Nc1nc(-c2ccccc2)c(C(=O)c2ccccc2)s1)c1ccc(S(=O)(=O)N2CCCC2)cc1 | -0.1 | 1 | 7 | 1.2
CCC(=O)Oc1cc2oc(=O)cc(C)c2cc1CC | 0.0 | 9 | 20 | 3.2
COc1ccc(C(=O)N(Cc2cc3cc(C)ccc3n3nnnc23)C2CCCC2)cc1 | 0.3 | -8 | -1 | 0.0
COCn1ccnc1P(=O)(O)c1ccccc1 | 0.1 | 6 | 5 | -2.5
Cc1cc(C)c(S(=O)(=O)N2CCCOC2CNC(=O)C(=O)NCCCO)c(C)c1 (configuration not stated) | -0.1 | 4 | -1 | -0.2
O=C(Cc1ccccc1)c1ccc(O)c(O)c1O | 0.0 | 0 | 24 | -0.9
CCCNC(=O)c1ccc(CS(=O)(=O)c2ccccc2C)o1 | 0.6 | 7 | 3 | -0.5
CCCCNC(=O)CN1C(=O)NC(Cc2ccccc2)(Cc2ccccc2)C1=O | 0.0 | 0 | -15 | 0.6
NC(=O)c1ccc[n+](CC(=O)Nc2ccc(F)c(Cl)c2)c1 | 0.2 | 9 | 10 | -1.0
Cc1[nH]c(=O)[nH]c(=O)c1/C=C/C(=O)O | 0.4 | -7 | -1 | 0.4
O=C(c1ccc(CS(=O)c2ccc(Cl)cc2)o1)N1CCCC1 (configuration not stated) | 0.3 | -22 | -16 | 0.0
CN(C)/C=C(\CCN1CCN(C)CC1)C(=O)c1ccc(F)cc1 | -0.2 | -7 | -18 | -0.9
Cn1c(/C=C/c2cccc(Br)c2)nc2ccccc2c1=O | 0.3 | -38 | 1 | -1.2
CCOC(=O)c1c(C)c(C(=O)NCCOC)c(C)n1Cc1ccccc1 | 0.3 | 8 | 26 | -0.5
CCOc1ccc(NC(=O)CC2S/C(=N\N=C\c3ccco3)NC2=O)cc1 (configuration not stated) | 0.2 | 1 | 19 | 0.7
O=C1CCCN1CCn1cnc2c(Nc3ccc(N4CCOCC4)cc3)nc(-c3ccccc3)nc21 | -0.2 | -13 | 1 | 1.1
N#C/C(=C\Nc1ccc(C(N)=O)cc1)c1nc(-c2cccc(Br)c2)cs1 | 0.2 | -1 | 13 | -0.2

Retrieved by compound from the list above (2):
SMILES | FBW7 activator | TEAD-YAP inh | MITF primary | GPR151 ag
CCCNC(=O)c1ccc(CS(=O)(=O)c2ccccc2C)o1 | 0.6 | 7 | 3 | -0.5
CCOC(=O)c1c(C)c(C(=O)NCCOC)c(C)n1Cc1ccccc1 | 0.3 | 8 | 26 | -0.5
